# Source: PubChem
# ROC1-CUL1 inh = inhibitors of human ROC1-CUL1 ubiquitin ligase activity. in vitro K48 di-Ub FRET, acceptor:donor ratio, 45 min. inhibition, % at 10 µM. 140,000 tested, 0.6% active; in the data active = inhibition above about 25%
# Target sequence (P62877 whole entry, looked up): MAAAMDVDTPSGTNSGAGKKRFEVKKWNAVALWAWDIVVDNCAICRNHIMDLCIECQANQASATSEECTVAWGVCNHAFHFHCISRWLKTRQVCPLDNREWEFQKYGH
# Target sequence (Q13616 whole entry, looked up): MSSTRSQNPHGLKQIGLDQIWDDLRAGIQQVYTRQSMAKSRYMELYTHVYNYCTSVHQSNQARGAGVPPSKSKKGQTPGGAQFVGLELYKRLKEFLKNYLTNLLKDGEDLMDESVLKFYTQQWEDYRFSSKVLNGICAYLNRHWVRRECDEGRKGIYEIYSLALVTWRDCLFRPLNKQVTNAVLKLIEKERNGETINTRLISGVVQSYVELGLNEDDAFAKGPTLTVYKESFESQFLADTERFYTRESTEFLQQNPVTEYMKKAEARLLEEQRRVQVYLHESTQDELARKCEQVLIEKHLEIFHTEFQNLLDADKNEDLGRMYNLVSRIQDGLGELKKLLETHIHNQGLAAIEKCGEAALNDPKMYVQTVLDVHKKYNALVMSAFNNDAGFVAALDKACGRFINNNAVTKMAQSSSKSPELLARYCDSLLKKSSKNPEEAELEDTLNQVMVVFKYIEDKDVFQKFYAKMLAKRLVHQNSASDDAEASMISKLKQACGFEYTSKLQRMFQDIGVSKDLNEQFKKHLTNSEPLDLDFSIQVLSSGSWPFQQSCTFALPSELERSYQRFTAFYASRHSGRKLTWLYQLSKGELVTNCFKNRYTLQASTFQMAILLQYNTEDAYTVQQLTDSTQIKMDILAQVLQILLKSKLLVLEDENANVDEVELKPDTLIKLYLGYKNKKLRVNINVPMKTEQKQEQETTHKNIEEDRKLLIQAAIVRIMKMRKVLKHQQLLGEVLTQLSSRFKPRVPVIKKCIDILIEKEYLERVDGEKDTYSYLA
# An asterisk follows results filed as active.
ROC1-CUL1 inh	compound
-4.3	CCOc1ccc(N2C(=O)c3[nH]nc(-c4ccccc4)c3C2c2ccc(O)c(OC)c2)cc1 (stereo unspecified)
-1.9	CCCC(=O)N(C)c1ccccc1C(=O)O
3.5	COCCn1cc(C(=O)NC2CCCCCCC2)c(=O)c(C(=O)N2CCCC(C)C2)c1 (stereo unspecified)
0.3	CCCc1ccc(C(C)NC(=O)c2ccncc2)cc1 (stereo unspecified)
10.4	Cc1ccccc1C(CC(=O)N(C)C1CCN(C)CC1)c1ccccc1 (stereo unspecified)
-3.4	Cc1noc(C)c1S(=O)(=O)N1CCCC(C(=O)Nc2ccc(C(C)C)cc2)C1 (stereo unspecified)
2.1	COc1ccc(CNC(=O)c2ccc3c(c2)NC(=O)C(S(=O)(=O)c2ccccc2)C3=O)cc1 (stereo unspecified)
2.9	Cc1cc(C)n(Cc2cc(C(=O)N3C[C@@H](C)O[C@@H](C)C3)n[nH]2)n1
-4.5	CO[C@H]1[C@H](NC(=O)COc2ccccc2)c2ccccc2C12CCN(Cc1cn(C)nc1C)CC2
-0.8	O=C(Oc1ccc(C(=O)c2ccccc2)cc1)c1ccc(F)cc1
1.4	O=C(Oc1ccccc1F)c1cn2cc(C(F)(F)F)cc(Cl)c2n1
-0.2	Cc1ccc2oc(C(=O)N3CCC(c4nc5ccccc5s4)CC3)c(C)c2c1
5.7	Cc1cc(C)c2oc(C(=O)Nc3ccc(S(=O)(=O)N4CCCCC4)cc3)cc(=O)c2c1
0.6	COc1ccc(-c2cc3cc(OC)c(OC)cc3cn2)cc1OC
-6.9	COC(=O)CCNC(=O)[C@H]1C[C@@](C)(C(=O)OC)N(C)[C@H]1c1ccccc1Cl
-0.2	COc1cccc(C2CC(=O)N=C(SCc3ccccc3)C2C#N)c1 (stereo unspecified)
2.1	COc1ccc(NS(=O)(=O)c2cc3c(cc2C)N(C(C)=O)CCO3)cc1
-4.5	CC(C)(C)c1ccc(OCc2nnc(NC(=O)c3cccc4ccccc34)s2)cc1
-9.8	Cn1nnnc1SCC(=O)N1CCCC1
0.5	COc1ccc(OC)c(NC(=O)CSc2ncnc3nc[nH]c23)c1
10.5	Cc1nc(C)c(CN2CCCC2C(=O)Nc2ccc(-c3cscn3)cc2)nc1C (stereo unspecified)
-2.7	CN1CCc2nc3sc4c(=O)[nH]c(=O)[nH]c4c3c(-c3cccs3)c2C1
2.6	CCC1CN(S(=O)(=O)c2cc(-c3onc(C)c3C)ccc2C)c2cc(Cl)ccc2O1 (stereo unspecified)
-9.0	COc1cc(/C=c2\sc3nc4c(C)cc(C)cc4n3c2=O)ccc1Oc1ccc([N+](=O)[O-])cc1C(F)(F)F
4.0	CCS(=O)(=O)Nc1cc(C(=O)NCCc2cnccn2)c2c(c1)nc(-c1ccccc1)n2C
-8.6	O=C(/C=C/c1ccccc1Cl)Nc1nc(-c2cccs2)ns1
-3.7	Cc1nc([N+](=O)[O-])cn1Cc1cccc([N+](=O)[O-])c1
-5.9	Cc1nc(N2CCN(c3ccccn3)CC2)nc2c1C(=O)CCC2
6.5	COc1ccc(S(=O)(=O)NC2CCCC2)c(C)c1C
0.7	CC1CCN(S(=O)(=O)c2ccc(C(=O)O)cc2)CC1
-9.5	COc1ccc(NC(=O)CCc2c(C)nn(-c3ccc(N4CCOCC4)nn3)c2C)cc1Cl
-5.6	CC(C)NC(=O)c1cnc2sc3c(n2c1=O)CCCC3
7.8	c1ccc(CCC2CCCN(Cc3ncc[nH]3)C2)cc1 (stereo unspecified)
6.8	Cc1ccccc1C1(CC(=O)N2CCCC2c2nccs2)CC(=O)N(Cc2ccccc2)C1=O (stereo unspecified)
4.8	Cc1ccc(N(Cc2cccs2)C(=O)C(C)Oc2ccc(Cl)c(C)c2)cc1 (stereo unspecified)
1.6	C=CCN(c1ccc(C(=O)Nc2ccccc2Cl)cc1)S(C)(=O)=O
-7.5	COc1cccc(/C=N/NC(=O)CSc2nnc(CNc3ccccc3)n2-c2ccccc2)c1
6.6	CCCCC(=O)NNC(=S)NC(=O)c1ccc([N+](=O)[O-])cc1
22.1	N#CC1=C(S)N(c2ccccc2)C(c2ccc(-c3ccccc3Cl)o2)NC1=O (stereo unspecified)
-4.3	CCOc1cc(-n2ncc(C(=O)OC)c2N)nc(SC)n1
12.0	CC(NC(=O)CCCN1C(=O)CCn2nc(-c3cn(C)c4ccccc34)cc21)c1ccccc1 (stereo unspecified)
0.6	CCCOC(=O)c1c(NC(=O)c2ccc([N+](=O)[O-])cc2)sc(C)c1-c1ccc(CC(C)C)cc1
4.7	CC(C)c1ccccc1OCC(=O)N1CCN(c2ccccc2F)CC1
4.7	O=C(CCCN1C(=O)c2cccc3cccc(c23)C1=O)N1CCN(c2ccccc2)CC1
8.5	COc1ccc(NC(=O)c2c(NC(=O)Cc3ccccc3)sc3c2CCCC3)cc1
0.3	Cn1nc([N+](=O)[O-])nc1Sc1nc2ccccc2o1
4.0	CC(=O)Oc1cccc(N2C(=S)NC(C)(C)C=C2C)c1
-6.0	O=C(CCn1c2ccccc2c2ccccc21)N/N=C/c1cc(Br)ccc1O
7.1	Cc1cccc(C(=O)Nc2cnc3sc4ccccc4n3c2=O)c1
-8.1	COc1cccc(NC(=O)C2CCN(C(=O)N3CC(C)Oc4ccccc43)CC2)c1 (stereo unspecified)
-0.6	CC(=O)NC1(C(F)(F)F)N=C(c2ccccc2)NC1=O (stereo unspecified)
8.2	CSc1cccc(NC(=O)CN(Cc2cccc(C)c2)S(=O)(=O)c2ccc(Cl)cc2)c1
5.4	C=CCCCC(C(=C)C)S(=O)(=O)c1ccc(C)cc1 (stereo unspecified)
5.1	CCN1CCC(NC(=O)c2cccc(OCC(C)C)c2)CC1
-5.2	CCCCC(=O)N1c2ccc(NC(=O)C(F)(F)F)cc2C(C)(c2ccccc2)CC1(C)C (stereo unspecified)
-1.5	Cc1ccccc1-c1nc(CNC(=O)NC2CCCCC2)c(C)o1
-3.1	CC1CN(C2=NC(=O)/C(=C/c3cccs3)S2)CC(C)O1 (stereo unspecified)
0.0	CCOc1cccc(C2C(C(=O)c3ccc(OC)cc3)C(=O)C(=O)N2CCN2CCOCC2)c1 (stereo unspecified)
3.7	CCOC(=O)C1C(=O)/C(=C/c2ccccc2OCC(=O)O)SC1=Nc1ccc(CC)cc1 (stereo unspecified)
-2.3	COc1ccc(CN2CCN(C(C)C)C(CCO)C2)c2ccccc12 (stereo unspecified)

# Next structures:
ROC1-CUL1 inh	compound
2.6	O=C(Nc1ccccc1)c1cc(-n2cnnc2)ccc1Cl
10.2	COc1ccccc1NC(=O)C1CCCN(c2nnc(C)c3c(C)n(-c4ccccc4)nc23)C1 (stereo unspecified)
5.1	O=C(Nc1cnn(Cc2ccc(Cl)cc2Cl)c1)c1cc2nc3c(c(C(F)(F)F)n2n1)CCc1ccccc1-3
1.9	CC(=O)OCC#CCSc1nc2ccccc2o1
-3.4	COC(=O)CN1C(c2ccccc2Br)=Nc2ccc(Br)cc2C1c1ccccc1 (stereo unspecified)
4.2	CC1(C)CC(=O)c2cc(C(=O)NCCc3ccccc3)c(=O)[nH]c2C1
-1.5	CC1CCCN(C(=O)c2ccc(CSc3nc4ccncc4n3Cc3ccccc3)cc2)C1 (stereo unspecified)
-7.5	Cc1ccc(CNC(=O)c2cnc(N(C)C)nc2)cc1
-2.5	Cc1cc(N2CCN(c3cc(Cl)ccc3C)CC2)n2nc(-c3ccccc3)nc2n1
5.6	CC1(C)CN(CN2CCN(c3ccccc3)CC2)c2nnc(-c3ccccc3)n2C1
1.9	COc1ccccc1-c1nnc2sc(Cc3ccccc3)nn12
-1.2	Cc1ccc(C(=O)Nc2c(C(=O)NC(C)(C)C)oc3ccccc23)cc1
6.9	COCc1ccc(CN2CCC3(CCCN(Cc4cccc(F)c4F)C3=O)C2)o1 (stereo unspecified)
-0.7	CCCN(CCC)S(=O)(=O)c1ccc(NC(=O)CC(C)C)cc1
2.1	CO[C@H]1[C@H](NC(=O)Cc2cccs2)c2ccccc2C12CCN(Cc1cc3ccccc3[nH]1)CC2
-11.9	CC(=O)c1cccc2c1N=C(C1Nc3c(C(C)=O)cccc3C1=O)C2=O (stereo unspecified)
-1.4	COc1ccc2nc(NC(=O)c3nc(S(=O)(=O)Cc4ccc(C)cc4)ncc3Cl)sc2c1
-12.9	COc1ccc(NC(=O)c2ccccc2N(C)S(C)(=O)=O)c(OC)c1
9.9	O=C(/C=C/c1cccn(-c2ccccc2)c1=O)c1ccccc1
-3.6	CCC(C)NC(=O)C(=O)NC1CCCCC1 (stereo unspecified)
-3.6	CC(NC(=O)c1cc2c(=O)n3ccccc3nc2n(C(C)C)c1=N)c1ccccc1 (stereo unspecified)
3.0	COc1cccc(CN2C(=O)C3(SCC(=O)N3c3ccc(C(C)C)cc3)c3ccccc32)c1 (stereo unspecified)
7.4	Cc1ccc(C2CC(=O)c3c(C)nn(-c4nc(C)cc(C)n4)c3C2)cc1 (stereo unspecified)
11.7	Cc1c(C)n2c3c(=O)[nH]c(=O)n(C)c3nc2n1Cc1ccccc1
2.3	CCOC(=O)C1CCN(Cc2cn3c(-c4ccc(OC)cc4)nnc3s2)CC1
-6.2	COc1ccc(-c2nnc(SCC(=O)c3ccc([N+](=O)[O-])cc3)o2)cc1OC
-8.3	Cc1ccc2c(CC(=O)N3CCN(c4cccc(Cl)c4)CC3)coc2c1
9.3	CC1Cc2cc(C(=O)C3C(=O)C(=O)N(Cc4cccnc4)C3c3ccc(C(C)(C)C)cc3)ccc2O1 (stereo unspecified)
-1.1	CC(NC(=O)CSc1n[nH]c(-c2ccccc2)n1)c1nc2ccccc2n1C (stereo unspecified)
-3.2	CCCCCOc1ccc(C2C(C(=O)c3ccc(F)cc3)C(=O)C(=O)N2Cc2ccco2)cc1OC (stereo unspecified)
2.9	O=C(CCCn1c(=O)c2sccc2n(Cc2ccc(F)cc2Cl)c1=O)NCc1ccc2c(c1)OCO2
-7.6	Cc1ccc2nc(NC(=O)c3cc(=O)c4cc(Cl)ccc4o3)sc2c1
-6.4	Cc1ccc(-n2c(C3CC3)n[nH]c2=S)c(C)c1
0.2	CCN(CC)c1ccc(-c2ccccc2)cc1NC(=O)C(C)(C)C
-0.6	C/C(=N/NC(=O)C(N)=O)c1ccc(NC(=O)c2ccc(Cl)cc2Cl)cc1
5.8	Cn1c(=O)[nH]c(=O)c2c(-c3ccc(F)cc3)ccnc21
-0.5	Fc1cccc(Cn2ncc3[nH]c(-c4cccnc4)nc32)c1
-4.1	Cc1nc2ccccc2n1Cc1cc(C(=O)N2CCOCC2)no1
-10.9	Cc1ccc(Cc2nc3ccccc3nc2SCC(=O)Nc2ccc3c(c2)OCO3)cc1
-10.6	CSc1nc2ccc(Cl)cc2[nH]1
-2.6	CCOc1ccc(CNC(=O)CCCn2nc(C)c3sc4ccccc4c3c2=O)cc1
-18.9	CCN(CC)C1=C(n2nnc3ccccc32)C(=O)c2ccccc2C1=O
2.7	Cc1ccc(CCNC(=O)c2cc3sccc3n2Cc2ccc(Cl)cc2)cc1
-1.9	Cc1nn(Cc2ccc(C(=O)Nc3ccc(Cl)cc3)o2)c(C)c1Cl
6.1	CC(=O)N1[C@@H](c2ccc(Cl)cc2)SC[C@H]1C(=O)N1CCN(c2ccccc2)CC1
2.8	CCN(CC)c1ccc(NC(=O)C2CCN(c3nnc(-n4cccc4)s3)CC2)c(C)c1
-3.5	CCc1ccc(C2CC(=O)Nc3c2c(C)nn3-c2nc(C)cc(C)n2)cc1 (stereo unspecified)
-1.5	O=C(COc1ccc(S(=O)(=O)NCc2ccccc2)cc1)NCc1ccc(Cl)cc1Cl
-4.8	Cc1cccc2c(CC(=O)Nc3cccc(F)c3)noc12
-3.8	O=C(CCN1CCCO1)N1CCCC(CCc2ccc(F)c(F)c2)C1 (stereo unspecified)
-1.8	Cc1ccc(N2CCN(C(=O)c3cnn(-c4ccc(F)cc4F)c3C3CCN(C(=O)OC(C)(C)C)CC3)CC2)c(C)c1
-0.6	CCCOc1ccc(Oc2nc(NCC(C)C)nc(N(C)C)n2)nn1
5.0	Cc1cc(O)c(NC(=S)NC(=O)c2cc(I)ccc2Cl)cc1C
1.9	CCc1cc(C(=O)N2CCN(c3ccccc3)CC2)no1
-2.3	COc1ccc(-c2nc(N)n(C(=O)c3ccco3)n2)cc1
7.1	O=C(O)CCCCCCCCc1ccc(Cl)s1
2.0	COc1cccc(C(=O)Nc2cccc(OCc3cc(=O)n4cc(C)ccc4n3)c2)c1
3.2	COc1ccccc1CNc1cc(C)nc2nc(-c3ccc(C)cc3)nn12
-4.6	Cc1ccc(-c2ccccc2CN2CCN(C)C(CCO)C2)o1 (stereo unspecified)

# Reprinted at random: two records from the list.
ROC1-CUL1 inh	compound
2.7	Cc1ccc(CCNC(=O)c2cc3sccc3n2Cc2ccc(Cl)cc2)cc1
-2.3	COc1ccc(-c2nc(N)n(C(=O)c3ccco3)n2)cc1

# Structural class, the entries above with an NH in an aromatic ring.
ROC1-CUL1 inh	compound
-4.3	CCOc1ccc(N2C(=O)c3[nH]nc(-c4ccccc4)c3C2c2ccc(O)c(OC)c2)cc1 (stereo unspecified)
2.9	Cc1cc(C)n(Cc2cc(C(=O)N3C[C@@H](C)O[C@@H](C)C3)n[nH]2)n1
0.5	COc1ccc(OC)c(NC(=O)CSc2ncnc3nc[nH]c23)c1
-2.7	CN1CCc2nc3sc4c(=O)[nH]c(=O)[nH]c4c3c(-c3cccs3)c2C1
7.8	c1ccc(CCC2CCCN(Cc3ncc[nH]3)C2)cc1 (stereo unspecified)
4.2	CC1(C)CC(=O)c2cc(C(=O)NCCc3ccccc3)c(=O)[nH]c2C1
2.1	CO[C@H]1[C@H](NC(=O)Cc2cccs2)c2ccccc2C12CCN(Cc1cc3ccccc3[nH]1)CC2
11.7	Cc1c(C)n2c3c(=O)[nH]c(=O)n(C)c3nc2n1Cc1ccccc1
-1.1	CC(NC(=O)CSc1n[nH]c(-c2ccccc2)n1)c1nc2ccccc2n1C (stereo unspecified)
-6.4	Cc1ccc(-n2c(C3CC3)n[nH]c2=S)c(C)c1
5.8	Cn1c(=O)[nH]c(=O)c2c(-c3ccc(F)cc3)ccnc21
-0.5	Fc1cccc(Cn2ncc3[nH]c(-c4cccnc4)nc32)c1
-10.6	CSc1nc2ccc(Cl)cc2[nH]1

# This is a subset, so the mix of outcomes need not match the whole.
